Bioassay records as filed in PubChem BioAssay.
Tb PYK inh = blocks Trypanosoma brucei pyruvate kinase; TbPYK enzyme, Kinase-Glo Plus ATP luminescence, 45 min; Potency, µM (highest dose often 76.8 µM), inactives show at the top dose activity, negative = inhibition, usual class: inhibitors; actives 0.12% (n = 410,000); AID 624173; further: nearly all actives have a fitted effect of over 50% in size
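Glycolytic pyruvate kinase of T. brucei was incubated with substrate, test compound and 130 uM ADP for 45 minutes at room temperature. Luminescent Kinase-Glo Plus signal was measured after 10 minutes.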
LmPK inh = inhibitors of Leishmania mexicana pyruvate kinase; Q27686; purified LmPK, Kinase-Glo ATP luminescence, 1 h; Potency, µM (titrated, usually from 57.5 µM), for inactives: at the highest dose activity change, negative = inhibition, usual class: inhibitors; actives 0.37% (n = 290,000); AID 1721
Target sequence (Q27686 whole entry, looked up): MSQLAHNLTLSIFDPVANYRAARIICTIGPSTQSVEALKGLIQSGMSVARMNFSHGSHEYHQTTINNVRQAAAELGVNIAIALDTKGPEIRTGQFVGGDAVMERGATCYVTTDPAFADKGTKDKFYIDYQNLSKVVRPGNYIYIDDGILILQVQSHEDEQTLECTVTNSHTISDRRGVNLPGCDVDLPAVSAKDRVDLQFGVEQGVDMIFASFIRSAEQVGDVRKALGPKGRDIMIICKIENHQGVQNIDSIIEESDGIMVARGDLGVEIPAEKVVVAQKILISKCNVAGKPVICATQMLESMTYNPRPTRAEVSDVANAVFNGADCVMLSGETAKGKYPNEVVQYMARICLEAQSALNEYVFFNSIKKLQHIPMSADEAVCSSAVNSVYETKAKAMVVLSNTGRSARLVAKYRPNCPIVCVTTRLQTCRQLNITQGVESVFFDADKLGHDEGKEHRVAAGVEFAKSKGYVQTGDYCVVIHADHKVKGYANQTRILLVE
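qHTS format; LmPK 0.1 nM; substrates PEP 0.5 mM and ADP 0.1 mM. One-hour room-temperature incubation, then coupled luciferase luminescence; 0.5 nM enzyme wells mark activation.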
Pf growth 96h = inhibits malaria parasite growth, 96 h; P. falciparum luciferase reporter growth, 96 h; Potency, µM (doses to about 28.7 µM), inactives show top-dose activity change, negative = inhibition, most hits filed as inhibitors; actives 6.9% (n = 320,000)
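Erythrocytes infected with luciferase-expressing P. falciparum were dispensed at 2% hematocrit and 0.05% parasitemia (final), then incubated with compounds 96 hours at 37 C in 5% CO2. Luminescence after detection reagent addition reported growth.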
HCV inhibitor = inhibitors of hepatitis C virus infection. Huh7.5.1 HCVcc-Cre infection, luciferase reporter, 44 h. Potency, µM (top dose mostly 41.8 µM), without a hit: top-dose activity change, negative = inhibition, most hits filed as inhibitors. actives 3.4% (n = 340,000)
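After 44 h co-culture of compound, cells and HCVcc-Cre (~0.5 moi), substrate is added for 15 min at room temperature and luciferase measured over 15 sec. Cells were seeded at 1,000/well and pre-cultured 4 h.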
Pf growth 48h = P. falciparum growth inhibition at 48 hours (one generation). P. falciparum luciferase growth in erythrocytes, 48 h. Potency, µM (highest dose often 28.7 µM), for the others: top-dose activity change, negative = inhibition, usual class: inhibitors. actives 5.9% (n = 310,000)
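Firefly luciferase activity from engineered P. falciparum reports growth; inhibitors lower the luminescent signal. Cultures contained 2% hematocrit erythrocytes at 0.1% final parasitemia.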
Sm TGR block = S. mansoni TGR enzyme inhibition; purified TGR, DTNB reduction, TNB absorbance 405 nm; Potency, µM (series often up to 114 µM), for the others: at the top dose activity change, negative = inhibition, hits mostly inhibitors; actives 3% (n = 360,000); AID 485364; further: nearly all actives have a fitted effect of over 60% in size
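Kinetic colorimetric format: TGR-catalysed, NADPH-driven DTNB reduction monitored via TNB absorbance. Enzyme dispensed at 20 nM; compound exposure 15 min at room temperature before reaction start.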
Active calls of the source: *; ? = inconclusive; . = not tested or not shown; & = joins results of further samples; [ ] = dose if it differs, or a comment. The call rests on the fitted dose curve; in most records, active means well fitted curve in the direction sought with a large enough effect; inconclusive means small, poorly fitted or top-dose-only effect, or another doubt; inactive means no such curve, though single readings can be large; an effect the other way counts as inactive or inconclusive. On the % scale 0 is the no-effect control and ±100 the full control effect; potency means the concentration at half of the fitted maximal effect.

Values in the order: Tb PYK inh | LmPK inh | Pf growth 96h | HCV inhibitor | Pf growth 48h | Sm TGR block
> COc1cccc(CNC(=O)CCS(=O)(=O)c2ccc3c(c2)NC(=O)CO3)c1
 : -0.5% | -12.2% | -52.5% | 3.7% | 13.2% | 6.3%
> CN1CCN(CCc2cn3ncc(C#N)c3nc2-c2ccc(F)cc2)CC1
 : 3.5% | 9.9% | ? | 3.3% | 21.0% | 4.8%
> COc1ccccc1CNC(=O)CSc1ccc(-c2ccncc2)nn1
 : -0.5% | -4.2% | 19.8% | -8.0% | 21.7% | 3.7%
> COc1ccccc1N=c1sc2ccccc2n1C
 : -1.6% | 3.1% | . | 1.78µM* | 5.3% | -7.6%
> O=C(Nc1ccc(F)c([N+](=O)[O-])c1)c1ccc2c(c1)C(=O)OC2=O
 : . | -7.7% | 54.1%[activator] | . | 43.6%[activator] | -2.1%
> CN1CC(c2ccccc2)C2(SC(=S)N(Cc3ccco3)C2=O)C12C(=O)Nc1ccccc12 (stereo unspecified)
 : -4.5% | 2.1% | . | 7.08µM* | 11.7µM* | -12.6%
> CCOc1ccccc1NC(=O)Cc1cccs1
 : -1.3% | 0.1% | 340.8%[activator] | -6.3% | -6.1% | -27.5%
> COc1ccc(Cl)cc1NC(=S)NCc1ccccn1
 : -19.0% | -3.2% | ? | -10.8% | 16.0% | 0.9%
> COc1ccc(NC(=O)CN(c2ccc(Cl)cc2)S(C)(=O)=O)cc1OC
 : -2.5% | 1.3% | -33.8% | -1.9% | 1.8% | 5.8%
> C/C(=N\NC(=O)COc1ccccc1F)c1cc2ccccc2o1
 : -2.2% | -5.5% | -26.5% | ? | 56.0%[activator] | 0.1%
> COCc1nnc(NS(=O)(=O)c2ccc([N+](=O)[O-])cc2)s1
 : -2.9% | 2.5% | . | -19.4% | -18.6% | -6.0%
> CC1Sc2ccccc2N(CC(=O)N(C(C)C)C(C)C)C1=O (stereo unspecified)
 : -7.4% | -1.2% | . | -6.8% | -20.9% | 3.2%
> CN(c1ccccc1)S(=O)(=O)c1nnc(NC(=O)C2CCCCC2)s1
 : 1.7%&2.8% | -8.3% | 23.0% | 11.7% | 6.0% | -4.5%&-14.8%
> Cc1cc(C)cc(NC(=S)N2CCN(S(=O)(=O)c3ccccc3)CC2)c1
 : -3.0% | -5.2% | 3.7µM* | ? | ? | -13.4%
> COc1cccc(C(=O)N2CCN(C(=O)C3COc4ccccc4O3)CC2)c1 (stereo unspecified)
 : 0.0% | 5.6% | ? | -17.5% | 22.0% | -3.2%
> CNC(=O)COc1coc(CN2CCN(c3ccccc3F)CC2)cc1=O
 : 2.6% | -8.9% | ? | 26.3% | 10.2% | 0.2%
> Cc1ccc(S(=O)(=O)Nc2cccc(C(=O)NCC(c3ccccc3)N(C)C)c2)cc1F (stereo unspecified)
 : -1.2% | . | -0.9% | -1.9% | ? | 8.0%
> Cc1cccc(-n2ncc3c(N4CCC5(CC4)OCCO5)ncnc32)c1
 : -5.6% | 1.9% | 86.8%[activator] | -12.5% | 167.6%[activator] | 3.5%
> Cc1cc(Cl)ccc1C1=CC(=O)C[C@H](c2ccc(F)cc2)C1
 : 0.1% | . | ? | 4.9%[8.37 µM] | ? | 7.0%
> O=S(=O)(NCc1ccco1)N1CCCCCC1
 : -3.1% | -0.6% | -29.7% | 2.0% | 13.5% | -13.3%
> COc1ccc(CCN(C)C(=O)C2CCN(Cc3cccc(OC)c3OC)CC2)cc1OC
 : -11.8% | -2.3% | 0.0% | 6.6% | 6.0% | -10.6%
> Cc1ccc(OC(=S)Nc2ccc(F)cc2)cc1
 : -5.6% | -4.2% | 20.8% | 8.5% | 27.7% | -6.9%
> COc1cc(CN2CCC(n3nccc3NC(=O)c3ccc4c(c3)OCO4)CC2)ccc1O
 : 3.2% | 1.7% | ? | 8.8% | ? | ?
> COc1ccc(-c2csc(NC(=O)CSc3n[nH]c(N)n3)n2)cc1
 : ? | 0.7% | 12.5% | ? | 7.6% | -14.5%
> N/C(=N/OC(=O)c1ccccc1Cl)c1nonc1N
 : ? | 0.6%[11.5 µM] | -9.6% | 13.0% | 57.0%[activator] | 12.5%
> COc1ccc(CCNC(=O)/C=C/C(=O)O)cc1OC
 : 0.0% | -0.6% | 18.4% | 19.0% | 8.2% | .
> CCCC(O)(CCC)C(=O)NN(C(=O)CCl)c1cccc(C)c1
 : 1.0% | -4.0% | 1.04µM* | ? | ? | 25.1µM*
> COc1cccc(-c2nc(CS(=O)(=O)CC(=O)NCCCc3ccccc3)c(C)o2)c1
 : 5.1%&1.8% | 14.3% | ? | -21.8% | 2.7% | -32.4%&-33.0%
> CC(C)(C)c1ccc(-c2noc(CCC(=O)NCc3ccco3)n2)cc1
 : -2.4% | -6.3% | 326.6%[activator] | ? | 126.3%[activator] | -7.5%
> COCc1c(C(=O)N/N=C(/C)c2ccccc2)nnn1-c1nonc1N
 : -2.0% | -0.2% | 25.6% | 19.3% | 6.3% | .

Continuation:
Structure	Tb PYK inh	LmPK inh	Pf growth 96h	HCV inhibitor	Pf growth 48h	Sm TGR block
COc1cccc(/C=N/NC(=O)c2ccccc2N(Cc2ccccc2)S(=O)(=O)c2ccccc2)c1OC	-6.0%	8.4%	11.7µM*	?	?	-9.2%
O=C(NC1CCCCC1)C(c1ccc(Cl)cc1)N1CCC2(CC1)OCCO2 (stereo unspecified)	5.0%	1.0%	52.2%[activator]	1.6%	?	-2.6%
Cc1cccc(NC(=S)N2CCCCCC2)c1	3.8%	-1.5%	47.4%[activator]	17.3%	44.6%[activator]	8.9%
O=C(CSc1nc2nc3c(cc2c(=O)n1-c1ccccc1)CCCC3)Nc1ccccc1	-0.6%	2.3%	11.7µM*	?	?	-7.1%
O=C(COC(=O)c1cncc(Br)c1)NCc1ccc(F)cc1	0.1%	6.7%	16.3%	-14.7%	0.0%	-0.8%
COc1ccccc1-c1ccc(SCC(=O)NCCc2ccccc2)nn1	-10.5%	15.1%	?	-16.4%	-17.0%	3.3%
Clc1ccc(C[n+]2c(-c3ccccc3)cc(-c3ccccc3)cc2-c2ccccc2)cc1	-7.1%	.	0.329µM*	?	0.37µM*	-21.9%
Cc1ccc(-c2ccc(SCC(=O)N3CCc4ccccc43)nn2)cc1	.	3.3%	-22.0%	9.6%	18.8%	5.6%
COc1ccc(N2CCN(C(=O)C3Cc4ccccc4CN3C(=O)c3ccccc3)CC2)cc1 (stereo unspecified)	1.8%	0.1%	?	-11.0%	?	-31.0%
CCOC(=O)c1cc(-c2csc(N/N=C/c3ccccc3Cl)n2)on1	2.4%	5.5%	2.62µM*	?	?	1.9%
CC(C)(C)c1ccc(C(=O)N2CCN(c3ncccn3)CC2)cc1	-10.5%	-3.2%	16.7%	5.6%	30.5%[activator]	0.0%
COc1ccc(C(=O)COC(=O)CCc2ccccc2)cc1	3.5%	8.4%	14.4%	9.0%	-12.3%	-4.4%
CN(C)S(=O)(=O)NCCNC(=O)c1cc(OCC(F)(F)F)ccc1OCC(F)(F)F	-18.3%	0.2%	17.9%	-19.9%	6.9%	-4.0%
Cc1ccc(Nc2nc(CSc3nnc(-c4ccncc4)n3C)cs2)cc1	0.3%	-2.0%	-13.8%	-25.9%	50.2%[activator]	-9.9%
COc1ccccc1N=Nc1c(O)[nH]c(=S)[nH]c1=O	-19.2%	-19.7%	?	2.0%	23.7%	0.7%
CCC(=O)Nc1nnc(CSCc2ccccc2)s1	-7.9%	9.8%	11.3%	-1.2%	-2.3%	45.1%[activator]
CCC(C)NC(=O)C1CCCCN1S(=O)(=O)c1ccc(F)cc1 (stereo unspecified)	1.8%	-0.9%	.	-16.3%	-5.0%	0.6%
COc1ccc(C(=O)O)cc1S(=O)(=O)N1CCN(c2ccccn2)CC1	0.0%	0.3%	-16.2%	16.6%	-22.3%	12.9%
Cc1cc(=O)oc2cc(OC(=O)c3ccco3)ccc12	-0.4%	8.9%	25.4%	8.3%	0.0%	20.8%
O=C(CN1CCN(c2ccccc2)CC1)c1c[nH]c2ccccc12	-0.9%	2.5%	-13.2%	?	-1.5%	7.3%
COc1ccc(NC(=O)CNC(=O)Cc2ccccc2)cc1	-2.4%	5.9%	19.4%	2.3%	-23.7%	6.9%
C#C[C@]1(O)CC[C@@H]2[C@H]3CCC4=CC(=O)CC[C@H]4[C@H]3C(=C)C[C@@]21CC	-6.2%	.	-89.1%	.	-49.0%	.
CN(C(=O)CCS(=O)(=O)c1cc2c(cc1Cl)NC(=O)CO2)C1CCCCC1	3.0%&-1.1%	1.3%	-3.9%	1.9%	-16.1%	0.1%&6.1%
CC(=O)Nc1cccc(C(=O)OCC(=O)NC(C)c2ccc(F)cc2)c1 (stereo unspecified)	4.9%	-0.4%	45.7%[activator]	-20.7%	?	-4.0%
COc1cccc(NC(=O)Cc2nnc(SCC(=O)c3ccccc3)n2C)c1	-5.4%	0.1%	.	9.2%&-23.6%	-59.5%	-14.2%
CCN(CC(=O)Nc1ccccc1C(F)(F)F)C(=O)Cc1sc(C)nc1-c1ccc(F)cc1	-5.8%	.	?	-22.4%	14.7µM*	-8.7%
CCCc1ccc(NC(=O)C2CCCN(c3cnccn3)C2)cc1 (stereo unspecified)	-2.5%&0.4%	-0.9%	?	6.4%	?	12.0%&0.8%
O=C(NCc1cccc(C(F)(F)F)c1)C1CC(c2ccccc2C(F)(F)F)=NO1 (stereo unspecified)	3.0%	4.2%	33.9%[activator]	-25.0%	33.0%[activator]	0.9%
CCOc1ccc(Cl)cc1S(=O)(=O)NCc1cccnc1	4.8%	7.7%	39.8%[activator]	19.8%	.	-14.5%
COc1ccc(/C=C2\SC(=S)N(CC(=O)OCC(=O)Nc3ccc(C)cc3Cl)C2=O)cc1	-4.4%	5.8%	7.5%	10.3%	33.6%[activator]	0.5%
COc1ccc(C(NC(=O)CN2C(=O)NC3(CCc4ccccc43)C2=O)c2ccc(OC)cc2)cc1 (stereo unspecified)	-13.8%	.	?	?	10.4µM*	-2.3%
CCOC(=O)c1ccc(NC(=O)c2nn(C)cc2Br)cc1	-4.2%	-7.9%	-23.1%	-12.7%	55.0%[activator]	-5.6%
O=C(Nc1nc(=O)n(C(=O)c2cccc(C(F)(F)F)c2)s1)c1ccccc1	3.2%	2.9%	?	10.0%	-10.7%	?
COc1cccc(OCc2nnc(SCC(=O)NCc3ccco3)n2CCc2ccccc2)c1	-2.5%	10.7%	0.1%	?	?	?
